PAX8 reporter = lowers PAX8-driven luciferase in RMG-I cells; RMG-I TPO-luciferase reporter, SteadyGlo, 24 h; inhibition, % at 12.6 µM; actives 1.2% (n = 360,000);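 active means mean replicate inhibition at least 60% with every replicate also reaching 60%; inconclusive means only one of the two criteria is met; inactive means mean below 60% and not all replicates reaching 60%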;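 further: luciferase light reporting Pax8 driven TPO promoter activity; plate controls were median of neutral control wells for no effect and mitoxantrone controls for full effect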
miR-122 sensor = miR-122 inhibition in Huh7 cells; activation (reporter increase), % at 12.5 µM; Huh7 miR-122 Renilla luciferase sensor, 48 h; neutral wells = 0, positive control = 100; actives 0.3% (n = 340,000);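 active means mean replicate activation score at least 90 and every replicate individually at or above 90; inconclusive means only one of the two criteria met; inactive means neither criterion met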;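 further: higher luciferase means less miR-122 activity so hits act as miR-122 inhibitors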
DENV2 CPE rescue = inhibitors of DENV2 cytopathic effect | DENV2-infected cells, cytopathic effect rescue, plate reader | CPE inhibition, % at 9.99 µM | actives 1.7% (n = 350,000) | AID 651640; in the data active means CPE inhibition above about 20%, passing the limit was not always enough; inconclusive means no clear call, values can overlap the other calls; tested in BHK-21 cells;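 further: 0% = median of neutral control wells and 100% = median of positive control wells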
EWS-Fli block = blocks EWS/Fli oncoprotein-driven transcription | AID 651661 | A673 NR0B1-luciferase reporter, viability-normalised | actives 0.67% (n = 350,000) | inhibition, % at 12.6 µM;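 active means mean inhibition of at least 50% after viability correction, with every replicate also passing that limit; inconclusive means mean reaches 50% but only one of two replicates passes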;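 further: firefly luciferase signal divided by Alamar Blue viability fluorescence both relative to DMSO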
INS-1E GSIS act = primary screen for activators of insulin secretion dependent on glucose, INS-1E cells, GLuc reporter luminescence; INS-1E GLuc reporter insulin secretion, 2-3 h; activation, % at 16.6 µM; actives 0.61% (n = 370,000); AID 743287;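 active means lowest replicate activation of at least 40%, so every replicate reaches that level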;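 further: 0% = median of neutral control wells and 100% = median of IBMX positive control wells; some compounds called inactive have numbers as strong as hits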
F508del corr = CFTR F508del correction in bronchial cells | activity (quench increase), % at 7.58 µM | CFBE cells, YFP halide quenching; stimulated with forskolin plus potentiator P3; % fluorescence drop versus neutral controls | actives 0.36% (n = 350,000);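 active means mean added fluorescence quench of at least 8% versus neutral control, with both replicates also reaching 8%; inconclusive means only one of the mean or replicate conditions met; inactive means mean below 8% and not both replicates reaching 8%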;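 further: cells transiently co-express mutant CFTR-F508del with the halide-sensitive YFP; corrector assay measuring rescue of mutant channel to the surface after 24 h compound exposure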
FN deposit inh = fibronectin deposition inhibition; AH1F fibroblasts, Alexa488-fibronectin deposition fluorescence, overnight; inhibition, % at 12.6 µM; actives 0.086% (n = 350,000); AID 743247;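 active means mean inhibition across replicates of 30% or more, regardless of how many single replicates reach that level; inconclusive means mean under 30% yet at least half of replicates reach 30%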;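 further: positive control wells lacked labelled fibronectin entirely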
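Material: AH1F fibroblast monolayer depositing Alexa488-labelled fibronectin into matrix | Input: 10000 AH1F cells/well | Medium: DMEM plus 2% serum, read in PBS | Reagent: Alexa488-fibronectin, 24 nM final in well | Compound dosing: One dose per compound, pinned | Schedule: 1 h adhesion, overnight exposure | Measured by: Fluorescence at 485 nm excitation, 525 nm emission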
Numbers without * were called inactive; u = inconclusive; x = not tested or not shown; & = joins results of further samples; [ ] = dose if it differs, or a comment.

SMILES	PAX8 reporter	miR-122 sensor	DENV2 CPE rescue	EWS-Fli block	INS-1E GSIS act	F508del corr	FN deposit inh
O=C(CSc1nc(-c2ccccc2)cc(C(F)(F)F)n1)NCc1cccs1	1	x	x	x	-6	x	3
CCOC(=O)C(=O)Nc1nnc(C2CCCCC2)s1	-21	-4	x	x	x	x	-1
CCn1cnc2scc(-c3ccc(OC)cc3)c2c1=O	-8	-2	-3	-3	52	-1.4	-7
O=C(NCCC1CCCCN1S(=O)(=O)c1ccccc1)C(=O)NCc1cccnc1 (centres undefined)	27	-3	5	4	5	-1.4	3
CCn1c(SCC(=O)NCC(=O)Nc2ccc(F)cc2)nnc1-c1ccncc1	8	-7	x	x	13	x	6
O=C(C[C@H]1C=C[C@@H](NC(=O)Nc2cccc(F)c2)[C@@H](CO)O1)NCC1CC1	-10	x	-1	0	-2	1.3	-9
COc1ccc(-n2c(=O)[nH]cc(C(=O)N3CCc4ccccc43)c2=O)cc1	x	-4	x	x	8	x	2
O=C(C(Cc1ccccc1)N1C(=O)C2C3C=CC(C3)C2C1=O)N1CCCCCC1 (centres undefined)	-41	0	x	x	x	x	-5
CCOC(=O)c1ccc(N2CCOCC2)c(NC(=O)c2c(-c3ccccc3)noc2C)c1	17	43	-1	38	7	16*	-5
CNC(=O)C1CCN(S(=O)(=O)c2c(C)noc2/C=C/c2ccc(C)cc2)CC1	-15	x	-2	-3	x	-0.4	8
COc1ccc2c3c(n(C)c2c1)[C@H](CO)NCC31CCN(S(=O)(=O)c2ccccc2)CC1	x	x	0	1	10	-0.5	x
CC(C)CN(C(=O)COC(=O)c1c(Cl)ccc(Cl)c1Cl)C1CCS(=O)(=O)C1 (centres undefined)	36	-8	-9	3	18	0.1	-4
CC(C)c1ccc(NC2CCCN(C(=O)CN3CCCC3=O)C2)cc1 (centres undefined)	10	-7	9	x	16	-1.4	4
O=C(C[C@H]1CC[C@@H]2[C@H](COC[C@@H](O)CN2S(=O)(=O)c2ccc(Cl)cc2)O1)N[C@H]1CCN(Cc2ccccc2)C1	0	11[16.7 µM]	7	3	-7	-1.7	-4
Cc1cc(C)c(NC(=S)N(Cc2cccnc2)Cc2ccco2)c(C)c1	8	-3	49*	-30	-22	3.4	-4

Record cards (already shown). Order of screens: PAX8 reporter | miR-122 sensor | DENV2 CPE rescue | EWS-Fli block | INS-1E GSIS act | F508del corr | FN deposit inh
`CNC(=O)C1CCN(S(=O)(=O)c2c(C)noc2/C=C/c2ccc(C)cc2)CC1` is entered as -15 | x | -2 | -3 | x | -0.4 | 8
`CCOC(=O)c1ccc(N2CCOCC2)c(NC(=O)c2c(-c3ccccc3)noc2C)c1` is entered as 17 | 43 | -1 | 38 | 7 | 16* | -5
`CCOC(=O)C(=O)Nc1nnc(C2CCCCC2)s1` is entered as -21 | -4 | x | x | x | x | -1
`CC(C)CN(C(=O)COC(=O)c1c(Cl)ccc(Cl)c1Cl)C1CCS(=O)(=O)C1` (centres undefined) is entered as 36 | -8 | -9 | 3 | 18 | 0.1 | -4

Next part
SMILES	PAX8 reporter	miR-122 sensor	DENV2 CPE rescue	EWS-Fli block	INS-1E GSIS act	F508del corr	FN deposit inh
COc1ccc(CNC(=O)C[C@H]2C=C[C@@H](NC(=O)c3ccc4c(c3)OCO4)[C@@H](CO)O2)cc1	x	x	-11	x	4	-0.3	-4
CCn1c2ccccc2c2cc(NC(=O)c3coc(=O)c(Br)c3)ccc21	14	4	-2	41	x	-8.9	-6
COC(=O)c1cccc(Nc2ncnc3ccc(C)cc23)c1	x	4	x	1	6	0.0	x
NC(=O)NCC(=O)N1CCC(C(O)(c2ccccc2)c2ccccc2)CC1	9	23	5	-4	-7	-3.7	-1
C[C@@H]1CN([C@@H](C)CO)C(=O)CCCn2nncc2CO[C@@H]1CN(C)C(=O)Nc1ccccc1	6&-6	-1	7&-3	7&-1	2&-2	-7.4&-2.8	-6&-8
O=C(C1CCOCC1)N1CC(=O)N2[C@H](C1)[C@H](c1ccc(C#CC3CC3)cc1)[C@@H]2CO	-9	x	3	5	2	-1.1	1
O=C(COC(=O)c1ccc(NS(=O)(=O)c2ccc(F)c(F)c2)cc1)NCC1CCCO1 (centres undefined)	29	x	16	-19	-8	-1.1	x
Cc1cccc(OCC(=O)Nc2ccc(NC(=O)c3ccco3)c(C)c2)c1	-4	x	-3	-8	1	-0.3	1
Cn1cnc(S(=O)(=O)N2C[C@@H](O)COC[C@@H]3O[C@H](CC(=O)NC4Cc5ccccc5C4)CC[C@H]32)c1	-3	-2[16.7 µM]	0	-10	3	-0.2	1
CC1=C(C(=O)c2ccccc2)C(c2ccc(N3CCOCC3)cc2)NC(=O)N1 (centres undefined)	21	-1	6	-4	10	0.3	x
COc1cc(OC)cc(C(=O)Nc2nc(CC(=O)NC(C)c3ccccc3)cs2)c1 (centres undefined)	-7	3	9	5	-25	1.4	-3
COc1ccccc1NC(=O)Nc1ccc2c(c1)C(=O)N(C)[C@H]1CC[C@H](CC(=O)Nc3ccc4c(c3)COC4)O[C@@H]1CO2	8	-38[16.7 µM]	-5	-2	-2	2.7	4
CC(C)C(=O)c1ccc(O)c(O)c1	9	5	-2	6	x	4.5	8
COc1ccc(Nc2cc(Nc3ccc(OC)cc3)ncn2)cc1	2	-3	-5	-6	19	1.2	-9
Cc1csc(SCC(=O)Nc2ccccc2[N+](=O)[O-])n1	-14	x	-1	5	-2	0.0	-6
CCOc1ccc(N2CC(C(=O)NCCc3ccc(F)cc3)CC2=O)cc1 (centres undefined)	10	-4	-2	-4	5	1.8	-6
Cn1nnc(NC(=O)c2cccc(F)c2)n1	-12	-4	x	x	23	x	-2
COc1ccc(S(=O)(=O)Nc2cccc3c2O[C@H](CN(C)CC2CCCCC2)[C@@H](C)CN([C@@H](C)CO)C3=O)cc1	-14	31[16.7 µM]	2	5	1	-0.8	1
COCCNC(=O)c1cc(-c2ccccc2)sc1N	-36	x	-3	-6	x	-3.9	-1
COCC(=O)N(C)C[C@@H]1Oc2ncc(-c3cccc(OC)c3)cc2C(=O)N([C@H](C)CO)C[C@@H]1C	x	-3[16.7 µM]	-2	-24	15	-2.6	x
C/C(=N/NC(=O)c1cnccn1)c1ccncc1	-9	0	-5	-7	18	-4.3	-6
CCN(C(=O)COC(=O)CCc1c[nH]c2ccccc12)c1c(N)n(Cc2ccccc2)c(=O)[nH]c1=O	1	0	-2	4	-2	-0.5	-3
Cc1ccc(C)c(N2CN(CCC3=CCCCC3)CNC2=S)c1	8	x	7	27	-3	2.4	-1
CCc1nc(SCC(=O)Nc2ccc(N(CC)CC)cc2)n[nH]1	-7	-3	0	-9	38	3.3	4
Cc1cccc(-c2ccc([C@@H]3[C@@H](CO)N4CCCCN(Cc5ccncc5)C[C@@H]34)cc2)c1	-15	11[16.7 µM]	-15	-6	-4	-3.8	x
CCOc1ccc(N2C(=O)CS(=O)(=O)C2c2ccccc2)cc1 (centres undefined)	16	x	6	-6	x	1.4	x
CCN(c1ccccc1)S(=O)(=O)c1ccc(OC)c(NC(=O)CN(C)C)c1	19	1	-3	2	-8	2.3	-5
Cc1cccc(Nc2nnc(SCC3CCCCO3)s2)c1 (centres undefined)	-137	x	-9	-96	-7	x	6
CCC(=O)N1CCN(C(=O)c2ccccc2)CC1	11	6	-5	0	x	-4.2	-2
C[C@H](CO)N1C[C@H](C)[C@@H](CN(C)C)Oc2cc(-c3cccc(C#N)c3)ccc2S1(=O)=O	-23	6[16.7 µM]	11	-6	9	x	5
CCC(C)N(C(=O)COC(=O)CNC(=O)c1ccccc1F)C1CCS(=O)(=O)C1 (centres undefined)	-4	x	0	3	0	-1.9	10
O=C(NCCCN1CCOCC1)c1nn(-c2ccccc2)c(=O)c2ccccc12	1	-2	x	3	1	1.0	2
Cc1ccc(NC(=O)Nc2cc(Cl)ccc2C2COC(=O)C2=N)cc1 (centres undefined)	31	x	-6	2	-20	-0.3	13
CCn1c(=S)sc2nc(C)sc21	x	-3	x	x	30	x	8
CC1(C)CC2(CCO1)CNC(=O)O2 (centres undefined)	2	15	x	x	x	x	-1
Cc1ccc(S(=O)(=O)N(C)C[C@H]2Oc3ccc(NC(=O)Nc4ccc5c(c4)OCO5)cc3C(=O)N([C@H](C)CO)C[C@H]2C)cc1	-8	56[16.7 µM]	-5	3	-19	1.7	x
CCOc1ccccc1N=Cc1c(O)c2ccccc2oc1=O	19	-4	-1	5	-11	-0.4	-8
COc1ccc(-c2ccc([C@@H]3[C@@H](CO)N4CCCCN(C(=O)NC(C)C)C[C@@H]34)cc2)cc1	6	8[16.7 µM]	17	-10	-3	-1.5	x
COC(=O)C1=CN(Cc2ccc(C)cc2)C=C(C(=O)OC)C1c1cc(OC)c(OC)c(OC)c1	-3	x	-1	2	-2	3.3	0
COc1ccccc1C(=O)Nc1ccc2c(c1)OC[C@@H](C)NC[C@@H](C)[C@@H](OC)CN(C)C2=O	5	x	-5	2	4	-0.8	3
CCN(CC)S(=O)(=O)c1cccc(C(=O)OC2CC(C)OC2=O)c1 (centres undefined)	11	x	3	-3	15	-0.3	2
Cc1cc(NC(=O)CS(=O)(=O)c2ccc(Cl)cc2)no1	2	17	-6	-3	-6	0.0	3
C=CCN(CC=C)CC(O)Cn1c2ccccc2c2ccccc21 (centres undefined)	x	x	-13	1	-6	-2.0	x
O=S(=O)(c1ccccc1F)N1CCCCN2[C@H](CO)[C@H](c3ccc(-c4ccncc4)cc3)[C@@H]2C1	-14	2[16.7 µM]	2	-19	0	0.4	x
CO[C@@H]1CN(C)C(=O)c2cc(NC(=O)c3cnccn3)ccc2OC[C@H](C)N(C)C[C@@H]1C	x	-4[16.7 µM]	-4	6	8	0.1	2
C[C@H]1CN([C@@H](C)CO)C(=O)Cc2cc(NC(=O)CCCN(C)C)ccc2O[C@H]1CN(C)Cc1ccc(Oc2ccccc2)cc1	3	-2[16.7 µM]	4	5	21	0.6	x
COC(=O)c1ccc(/C=C/c2c(-c3ccsc3)oc3ccc(N4CCOCC4)cc23)cc1	26	2	x	-6	11	0.9	11
Cc1nn(-c2ccccc2)c(C)c1/C=C/C(=O)OCC(=O)Nc1ncc(Cl)cc1Cl	-19	x	-2	-9	19	x	3
Cc1c(C#N)c(NC(=O)CCl)n(Cc2ccc(F)cc2)c1C	16	-4	3	37	0	-3.4	-27
O=C(COC(=O)c1cccs1)Nc1cccc(S(=O)(=O)N2CCCCC2)c1	3	-2	-1	7	6	0.8	-2
CSc1cccc(CN2CCCC(C(=O)Nc3cccc(-n4cccn4)c3)C2)c1 (centres undefined)	19	2	u	21	-41	0.5	x
NC(=S)Nc1ccc(F)c(F)c1F	12	x	u	13	3	-0.8	5
Cc1cc(C)n(-c2cccc(Cl)c2C#N)n1	28	1	-5	6	x	1.4	15
O=C(COC(=O)c1cccs1)Nc1cccc(S(=O)(=O)N2CCOCC2)c1	20	0	x	-19	6	x	4
O=C(NCc1cccc(Cl)c1)c1cccc(S(=O)(=O)N2CCCCC2)c1	0	x	6	7	-15	0.1	-6
CC(C)Oc1ccc(C(=O)Nc2cc(=O)n(C)c(=O)n2C)cc1	-25	-2	19	-12	10	4.2	x
CO[C@H]1CN(C)C(=O)c2ccc(NC(=O)Nc3cc(F)ccc3F)cc2OC[C@@H](C)NC[C@H]1C	x	1[16.7 µM]	-9	-1	0	-1.0	2
CC(C)[C@H]1COCc2cn(nn2)CC[C@@H](Cc2ccccc2)C(=O)N1	2	x	15	-3	11	x	-2
Cc1ccc(S(=O)(=O)N2CCCC(C(=O)NCc3ccco3)C2)cc1Cl (centres undefined)	x	-3	x	x	-22	x	-3
COc1ccc(S(=O)(=O)Nc2ccc3c(c2)CC(=O)N([C@H](C)CO)C[C@H](C)[C@H](CN(C)CC2CC2)O3)cc1	-8	13[16.7 µM]	4	2	-5	0.4	13
